Source: PubChem (National Center for Advancing Translational Sciences (NCATS))
HEK293 tox: kills HEK 293 cells | HEK 293 viability, ATP luminescence (CellTiter-Glo), 48-72 h | Potency, µM (series often up to 115 µM), for inactives: top-dose activity change, negative = cytotoxicity, actives largely listed as inhibitors | 94,000 tested, 6.6% active; further: potency means the concentration at half of the fitted maximal effect; nearly all actives have a fitted effect of over 60% in size
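Read-out: CellTiter-Glo ATP luminescence. Cells: HEK 293, 250 cells/well. Exposure: 48 or 72 hr, 37 degree Celsius.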
NIH3T3 tox: kills NIH 3T3 cells. 94,000 tested, 4.3% active. Potency, µM (doses to about 96.7 µM), inactives show top-dose activity change, negative = cytotoxicity, hits mostly inhibitors. NIH 3T3 viability, CellTiter-Glo ATP luminescence, 48-72 h. AID 1345082; further: potency means the concentration at half of the fitted maximal effect; nearly all actives have a fitted effect of over 55% in size
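Mouse fibroblast NIH 3T3 cells, 400 per well, received compound via pintool and were incubated for 48 or 72 hr prior to CellTiter-Glo ATP luminescence measurement.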
SNCA viab count: reduces viability of HEK-293 SNCA reporter cells; Potency, µM (series often up to 57.1 µM), for inactives: top-dose activity change, negative = cytotoxicity, hits mostly cytotoxic; 150,000 tested, 0.12% active; HEK-293-SNCA-luc viability, GF-AFC fluorescence, 24 h;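 further: potency means the concentration at half of the fitted maximal effect; 0% = DMSO-treated cells and -100% = medium-only wells without cells; nearly all actives have a fitted effect of over 30% in size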
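Cytotoxicity counterscreen: after 24 h compound treatment of genome-edited SNCA-luciferase HEK-293 cells, live-cell protease substrate GF-AFC read by fluorescence after 30 min; activity scaled between DMSO (0%) and medium-only (-100%), curves Hill-fitted.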
SNCA expr inh: reduces expression of the alpha-synuclein gene | HEK-293 SNCA-luciferase knock-in, luminescence, 24 h | Potency, µM (highest dose often 57.2 µM), for inactives: top-dose activity change, negative = inhibition, most hits filed as inhibitors | 140,000 tested, 0.17% active | AID 1671194;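 further: potency means the concentration at half of the fitted maximal effect; plate controls were DMSO cells for no effect and cell-free wells for full effect; nearly all actives have a fitted effect of over 45% in size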
GPT2 inhibitor: blocks human glutamate pyruvate transaminase 2 | Recombinant GPT2, coupled pyruvate oxidase/HRP Amplex Red fluorescence | Potency, µM (top dose mostly 57.7 µM), without a hit: at the top dose activity change, negative = inhibition, usual class: inhibitors | 100,000 tested, 0.25% active | AID 1671188; further: potency means the concentration at half of the fitted maximal effect; nearly all actives have a fitted effect of over 60% in size; many of its hits are not listed in these tables
Target sequence (Q8TD30 whole entry, looked up): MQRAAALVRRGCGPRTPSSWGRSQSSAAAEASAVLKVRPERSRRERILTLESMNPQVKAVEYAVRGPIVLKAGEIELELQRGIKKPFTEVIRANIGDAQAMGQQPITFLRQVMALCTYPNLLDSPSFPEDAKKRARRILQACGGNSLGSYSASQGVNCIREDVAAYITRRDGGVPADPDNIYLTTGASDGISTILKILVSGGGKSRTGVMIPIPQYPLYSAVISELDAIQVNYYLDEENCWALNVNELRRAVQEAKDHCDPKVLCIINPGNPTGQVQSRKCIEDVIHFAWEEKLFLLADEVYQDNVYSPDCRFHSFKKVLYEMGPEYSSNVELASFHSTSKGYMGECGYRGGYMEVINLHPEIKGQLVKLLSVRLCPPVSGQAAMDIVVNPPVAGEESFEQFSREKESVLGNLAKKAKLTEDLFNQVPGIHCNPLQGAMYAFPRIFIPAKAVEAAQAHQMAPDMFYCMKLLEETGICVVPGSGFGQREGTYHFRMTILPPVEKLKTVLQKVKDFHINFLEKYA
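Inhibition is scored from Amplex Red fluorescence generated when pyruvate oxidase and HRP act on pyruvate released by GPT2. Reactions contain 10ng/uL enzyme, 250uM a-KG and 2mM L-alanine and run 30 min at room temperature.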
IP6K1 inh: inhibitors of human IP6K1; IP6K1 kinase, ADP-Glo luminescence, 2 h; active compounds read low; Q92551; activity change, % (series mostly up to about 58 µM); 140,000 tested, 0.81% active; AID 1645851; in the data active means activity change below about -25%
Target sequence (Q92551 whole entry, looked up): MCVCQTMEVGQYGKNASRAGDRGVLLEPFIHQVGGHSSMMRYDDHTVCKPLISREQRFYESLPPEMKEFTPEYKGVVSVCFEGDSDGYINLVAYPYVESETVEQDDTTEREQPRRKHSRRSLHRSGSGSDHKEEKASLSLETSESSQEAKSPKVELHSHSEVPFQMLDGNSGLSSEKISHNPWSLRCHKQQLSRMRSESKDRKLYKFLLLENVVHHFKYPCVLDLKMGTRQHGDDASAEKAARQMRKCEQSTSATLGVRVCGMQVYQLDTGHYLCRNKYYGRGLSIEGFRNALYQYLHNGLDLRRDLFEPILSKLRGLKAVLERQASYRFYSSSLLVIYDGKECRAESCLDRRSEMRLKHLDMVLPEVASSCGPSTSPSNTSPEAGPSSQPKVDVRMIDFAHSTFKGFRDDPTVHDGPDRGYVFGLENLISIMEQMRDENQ
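ADP-Glo luminescence measures ADP made by human IP6K1 during a 2 h RT reaction with ATP/IP6 (mix at 1.3 mM/130 uM); top library doses 57.5 and 19.1 uM final.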
FLuc inh: Photinus pyralis luciferase inhibition | AID 1347043 | Potency, µM (titrated, usually from 115 µM), for inactives: at the top dose activity change, negative = inhibition, usual class: inhibitors | purified P. pyralis luciferase, luminescence, biochemical | 76,000 tested, 2.5% active; further: potency means the concentration at half of the fitted maximal effect; nearly all actives have a fitted effect of over 65% in size
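FLuc 10nM, D-luciferin 10uM, ATP 10uM, Mg acetate 10mM, Tris acetate pH 7.5, Tween/BSA; cpd qHTS; enzyme added last; CCD luminescence.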
Numbers without * were called inactive; i = inactive; ? = inconclusive; . = no result given; & = joins results of further samples; [ ] = remark or other dose. Unless noted, the call rests on the fitted dose curve; in most records, active means well fitted curve in the direction sought with a large enough effect; inconclusive means small, poorly fitted or top-dose-only effect, or another doubt; inactive means no such curve, though single readings can be large; an effect the other way counts as inactive or inconclusive. Unless noted, on the % scale 0 is the no-effect control and ±100 the full control effect.

1: COc1cccc(CC(=O)NCCn2ccn3nc(-c4ccc(C)cc4C)cc3c2=O)c1
2: Nc1nccc(N2CCC3(CCC(=O)N(CC4CCCO4)C3)CC2)n1 (stereo not given)
3: COCC(=O)N[C@@H]1CN(C(=O)C2(c3ccccc3)CC2)CC[C@@H]1c1nc(C)no1
4: COc1ccc(-c2nc(S(=O)(=O)c3ccc(C)cc3)c(NCc3ccccc3)o2)cc1
5: COc1cccc(-n2c(-c3ccco3)nc3c(cnn3-c3ccc(C)cc3)c2=O)c1
6: Cc1cccc(N2CCN(C(=O)c3nn(C)c4c3CS(=O)(=O)c3ccccc3-4)CC2)c1C
7: COc1cccc(-c2csc(CN3CCCC(C)(NC(C)=O)C3)c2)c1 (stereo not given)
8: O=S(=O)(O)c1ccc(Nc2ncnc3c2ncn3[C@@H]2O[C@H](CO)[C@@H](O)[C@H]2O)cc1

compound no.	1	2	3	4	5	6	7	8
HEK293 tox	?	4%	-4%	.	.	.	?	.
NIH3T3 tox	?	3%	-1%	.	.	.	?	.
SNCA viab count	2%	-12%	10%	-8%	-14%	-1%	-5%[87.6 µM]	-1%
SNCA expr inh	41%[activator]	-20%	-9%	-18%	?	0%	39%[activator][87.6 µM]	.
GPT2 inhibitor	-11%	-12%	0%	.	.	.	0%[88.5 µM]	1%
IP6K1 inh	-11	-8	18	22	0	-7	12	21
FLuc inh	11µM*	3%	-1%	.	.	.	5µM*	.

2 of the compounds above, field by field.
#7 COc1cccc(-c2csc(CN3CCCC(C)(NC(C)=O)C3)c2)c1 (stereo not given)
  HEK293 tox: ?
  NIH3T3 tox: ?
  SNCA viab count: -5%[87.6 µM]
  SNCA expr inh: 39%[activator][87.6 µM]
  GPT2 inhibitor: 0%[88.5 µM]
  IP6K1 inh: 12
  FLuc inh: 5µM*

#8 O=S(=O)(O)c1ccc(Nc2ncnc3c2ncn3[C@@H]2O[C@H](CO)[C@@H](O)[C@H]2O)cc1
  HEK293 tox: .
  NIH3T3 tox: .
  SNCA viab count: -1%
  SNCA expr inh: .
  GPT2 inhibitor: 1%
  IP6K1 inh: 21
  FLuc inh: .

Next records
9: Cc1cccc(NC(=O)Cn2c(=O)n(Cc3ccc4c(c3)OCO4)c(=O)c3ccccc32)c1
10: Cc1oc2c(c1C(=O)NCCc1ccncc1)CN(C)CC2
11: COCC1CN(C2CCC2)CC12CCN(C(=O)c1ccccc1OC)CC2 (stereo not given)
12: Cc1nnc2n1CCC(NC(=O)CC1=CCCCC1)CC2 (stereo not given)
13: COc1cc(CN(C(=O)Nc2cccc(Cl)c2)c2ccccn2)cc(OC)c1OC
14: O=C(NC1CCCCC1)O[C@@H]1CO[C@H]2[C@@H]1OC[C@@H]2n1nnnc1-c1ccccc1
15: CC(=O)N1CCC(Nc2ncccc2-c2cc(-c3ccccc3)nc3c(C)noc23)CC1
16: Cc1cn2nc(-c3nc(C4CCCN(C(=O)c5ccc(C)c(F)c5)C4)no3)cc2c(=O)[nH]1 (stereo not given)

compound no.	9	10	11	12	13	14	15	16
HEK293 tox	.	-6%	-24%	-11%	.	?	100µM*	1%
NIH3T3 tox	.	-4%	i	3%	.	-31%[174 µM]	?	-8%
SNCA viab count	-24%	-9%	5%	0%	-2%	-8%[87.6 µM]	-15%[87.6 µM]	4%
SNCA expr inh	-7%	-16%	-8%	13%	31%[activator]	-29%[87.6 µM]	-21%[87.6 µM]	3%
GPT2 inhibitor	.	5%	1%	3%	.	0%[88.5 µM]	2%[88.5 µM]	-12%
IP6K1 inh	4	8	2	-10	6	-4	-16	10
FLuc inh	.	-2%	4%	4%	.	1%[172 µM]	13%[172 µM]	-32%

Some of the entries so far, field by field.
9. Cc1cccc(NC(=O)Cn2c(=O)n(Cc3ccc4c(c3)OCO4)c(=O)c3ccccc32)c1
- HEK293 tox: .
- NIH3T3 tox: .
- SNCA viab count: -24%
- SNCA expr inh: -7%
- GPT2 inhibitor: .
- IP6K1 inh: 4
- FLuc inh: .
3. COCC(=O)N[C@@H]1CN(C(=O)C2(c3ccccc3)CC2)CC[C@@H]1c1nc(C)no1
- HEK293 tox: -4%
- NIH3T3 tox: -1%
- SNCA viab count: 10%
- SNCA expr inh: -9%
- GPT2 inhibitor: 0%
- IP6K1 inh: 18
- FLuc inh: -1%
7. COc1cccc(-c2csc(CN3CCCC(C)(NC(C)=O)C3)c2)c1 (stereo not given)
- HEK293 tox: ?
- NIH3T3 tox: ?
- SNCA viab count: -5%[87.6 µM]
- SNCA expr inh: 39%[activator][87.6 µM]
- GPT2 inhibitor: 0%[88.5 µM]
- IP6K1 inh: 12
- FLuc inh: 5µM*

The list continues:
17: COC(=O)[C@@H](C)NC(=O)[C@H]1CN(S(=O)(=O)c2ccccc2)CCN1S(=O)(=O)c1ccccc1
18: CC(C)CC(=O)Nc1ccnn1C1CCN(C(=O)c2scc3c2CCCC3)CC1
19: O=c1ncn(Cc2ccccc2)c2ccc(-c3ccccc3)nc12
20: COc1ccc2c(c1)c1c(c(=O)n(-c3ccccc3C)c(=O)n1CC(=O)NCc1ccc(C)cc1)n2C
21: NCc1ccccc1-c1ccsc1
22: CCNC(=O)Nc1ccc(OCC(=O)NCc2ccc(C)cc2)nc1
23: Cc1ccccc1[C@H]1[C@@H](C(=O)N(C)Cc2cccnc2)C[C@@](C)(C(=O)O)N1C
24: COc1ccc(-c2nnc([C@H]3CCN(Cc4ncc[nH]4)C3)o2)cc1

compound no.	17	18	19	20	21	22	23	24
HEK293 tox	i	?	-17%[172 µM]	.	0%[172 µM]	13%	3%	1%[172 µM]
NIH3T3 tox	i	-18%	?	.	i	4%	-1%	-3%[174 µM]
SNCA viab count	1%	-1%	-5%[87.6 µM]	?	-5%[87.6 µM]	0%	5%	-7%[87.6 µM]
SNCA expr inh	-15%	-1%	46%[activator][87.6 µM]	6%	?	15%	?	6%[87.6 µM]
GPT2 inhibitor	3%	3%	-20%[88.5 µM]	.	-3%[88.5 µM]	i	1%	-6%[88.5 µM]
IP6K1 inh	-12	9	3	24	-14	29	25	14
FLuc inh	5%	9%	-15%[172 µM]	.	.	?	-1%	4%[172 µM]

25: CC(C)CCN1CCc2[nH]nc(C(=O)N(C)C)c2C1
26: Cc1cc(C(=O)N2CC(C(=O)NCCc3ccncc3)C3(CCOCC3)C2)nn1C (stereo not given)
27: O=C(c1cccnc1)N1CCC(N2C(=O)C(OCC3CC3)C23CCCCC3)CC1 (stereo not given)
28: CCC1(O)CC2CN(CCc3c([nH]c4ccccc34)[C@@](C(=O)OC)(c3cc4c(cc3OC)N(C=O)C3[C@]45CCN4CC=C[C@@](CC)([C@@H](OC(C)=O)[C@]3(O)C(=O)OC)[C@H]45)C2)C1 (stereo not given in full)
29: Cc1ccc2c(c1)c1c(c(=O)n(-c3ccccc3C)c(=O)n1CC(=O)c1ccc(Cl)cc1)n2C
30: COc1cc(OC)c(NS(=O)(=O)c2ccc3c(c2)NC(=O)CCS3)cc1Cl
31: CCc1ccc(-c2nc(CSCC(=O)N3CCN(c4ccc(F)cc4)CC3)c(C)o2)cc1
32: CN1CC[C@H]2CN(C(=O)COCc3nc4ccc(F)cc4[nH]3)C[C@H]21

compound no.	25	26	27	28	29	30	31	32
HEK293 tox	-5%	i	?	.	.	.	.	-2%
NIH3T3 tox	i	i	-11%	.	.	.	.	i
SNCA viab count	3%	2%	-4%	-21%	-6%	-9%	13%	-4%
SNCA expr inh	17%	3%	-24%	-20%	-7%	-13%	?	13%
GPT2 inhibitor	3%	3%	i	?	.	.	.	i
IP6K1 inh	-3	9	6	.	-6	-10	3	-14
FLuc inh	-4%	1%	0%	.	.	.	.	3%

33: CCCCN(C)C(=O)c1ccc2c(c1)NC(=O)C(CC(C)C)N2 (stereo not given)
34: Cc1ccc(NC(=O)C2CCN(S(=O)(=O)c3ccc4c(c3)CCCC(=O)N4)CC2)cc1N(C)C
35: COc1ccc(NC(=O)Cn2nnc(C(=O)NCc3ccc4c(c3)OCO4)c2N)cc1
36: CC(=O)N1CCN(S(C)(=O)=O)C[C@@H]1C(=O)N[C@H](Cc1c[nH]c2ccccc12)C(N)=O
37: Cc1ccc(C(=O)N2CCc3cc(CNC(=O)CSc4ccccc4)ccc32)cc1
38: COc1cccc(C2CCCN2C(=O)c2cn(Cc3ccc(F)cc3)nn2)c1 (stereo not given)
39: O=c1c2nc(NCc3ccccc3)ccc2ncn1Cc1ccccn1
40: COCCn1c(C)cc(C(=O)N2CCC3(CC2)CC(O)CCO3)c1C (stereo not given)

compound no.	33	34	35	36	37	38	39	40
HEK293 tox	.	.	.	-1%	.	-14%	?	3%
NIH3T3 tox	.	.	.	1%	.	-3%	79µM*	-12%
SNCA viab count	7%	1%	4%	0%	-28%	-2%	-4%[87.6 µM]	3%[12.5 µM]
SNCA expr inh	30%	?	-21%	29%	45%[activator]	9%	76%[activator][87.6 µM]	-17%
GPT2 inhibitor	.	.	.	1%	.	-14%	3%[88.5 µM]	5%
IP6K1 inh	-2	-5	4	8	24	6	7	-1
FLuc inh	.	.	.	13%	.	13%	0%[172 µM]	-11%

41: Cc1nc2ncccn2c1C(=O)N[C@H]1[C@H]2CCO[C@H]2[C@@H]1N(C)C
42: CC(=O)Nc1ccc(C(O)[C@H]2COCC(=O)N2CC2CCCCC2)cc1 (stereo not given in full)
43: COc1ccc(-n2ccnc2SCC(=O)Nc2ccc(F)cc2F)cc1
44: CC[C@@H]1C[C@]1(NC(=O)[C@@H]1C[C@@H]2CN1C(=O)[C@H](C(C)(C)C)NC(=O)OCC(C)(C)CCCCc1cccc3c1CN(C3)C(=O)O2)C(=O)NS(=O)(=O)C1CC1
45: COc1ccc(N2CC(C(=O)N3CCC(C(=O)NC(C)C)C3)NC2=O)cc1 (stereo not given)
46: CCn1ccc2c(CN3CCC4(CCCN(CCOC)C4=O)C3)cccc21 (stereo not given)
47: CC(=O)N1CCn2cc(C(=O)N3CCOCC3)nc2C1
48: O=C(Nc1ccccc1)O[C@@H]1CO[C@H]2[C@@H]1OC[C@@H]2NC(=O)c1ccc2c(c1)OCO2

compound no.	41	42	43	44	45	46	47	48
HEK293 tox	-2%	i	.	.	i	-11%	i	?
NIH3T3 tox	i	i	.	.	-7%&-26%	1%	i	?
SNCA viab count	3%	6%[87.6 µM]	-9%	-40%	13%&-12%	-9%	4%[87.6 µM]	-22%[87.6 µM]
SNCA expr inh	7%	3%[87.6 µM]	-2%	.	-18%&4%	9%	-12%[87.6 µM]	47%[activator][87.6 µM]
GPT2 inhibitor	i	-10%[88.5 µM]	.	2%	?	2%	3%[88.5 µM]	i
IP6K1 inh	-1	-18	9	-7	15&7	0	11	9
FLuc inh	-7%	3%[172 µM]	.	.	5%&-3%	1%	.	8%[172 µM]

Some of the compounds tested, so the mix of outcomes need not match the whole.
